Compound activity as filed in PubChem BioAssay.
p97 ATPase inh – blocks human p97 ATPase activity. recombinant p97 ATPase, Kinase-Glo ATP luminescence, 3 h. inhibition, % at 8 µM. P55072. hit rate 0.42% among 220,000; in the data active = inhibition above about 15%;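 note: 0% = DMSO vehicle and 100% = wells lacking enzyme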
FXIa inh 1536 – factor XIa (human) inhibition; P03951; purified FXIa, Boc-Glu-Ala-Arg-AMC fluorogenic substrate; inhibition, % at 5 µM; hit rate 0.14% among 220,000; AID 798;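 active = inhibition of at least 40%; inactive = inhibition below 40%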;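 note: fluorescence of freed AMC excited at 355 nm; 0% = enzyme without compound and 100% = no enzyme blank; many of its hits are not listed in these tables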
Target sequence (P03951 19-387 limits assumed): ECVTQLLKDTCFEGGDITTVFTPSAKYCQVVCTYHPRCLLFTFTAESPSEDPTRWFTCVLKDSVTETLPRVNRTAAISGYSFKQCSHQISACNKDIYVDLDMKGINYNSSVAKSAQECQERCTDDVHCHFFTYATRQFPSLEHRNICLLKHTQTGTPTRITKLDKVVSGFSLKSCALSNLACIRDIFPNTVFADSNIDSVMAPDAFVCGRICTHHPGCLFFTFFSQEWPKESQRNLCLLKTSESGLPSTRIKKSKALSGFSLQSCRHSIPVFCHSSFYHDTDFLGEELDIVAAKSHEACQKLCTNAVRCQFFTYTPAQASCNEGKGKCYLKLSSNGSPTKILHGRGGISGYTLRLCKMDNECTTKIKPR
Target sequence (P03951 388-625 limits assumed): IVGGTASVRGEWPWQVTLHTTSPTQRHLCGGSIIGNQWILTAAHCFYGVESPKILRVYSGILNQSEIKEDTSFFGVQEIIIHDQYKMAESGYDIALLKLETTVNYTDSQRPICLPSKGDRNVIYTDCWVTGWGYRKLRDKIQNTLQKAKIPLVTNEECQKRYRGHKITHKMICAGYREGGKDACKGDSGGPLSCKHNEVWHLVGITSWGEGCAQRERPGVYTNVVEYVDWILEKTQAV
Furin inh – human furin inhibition; P09958; purified furin, fluorogenic substrate cleavage; inhibition, % at 30 µM; hit rate 0.061% among 220,000; AID 463115; in the data active = inhibition above about 25%; note: inactives centre near -15
FXIIa inh – factor XIIa (human) inhibition; inhibition, % at 5 µM; hit rate 0.3% among 220,000; AID 800; purified FXIIa, Boc-QGR-AMC fluorogenic substrate, 2 h; P00748; in the data active = inhibition above about 40%;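 note: 0% = enzyme with no compound and 100% = blank without enzyme; many of its hits are not listed in these tables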
PERK inh – human PERK inhibition, primary cell-based screen; Q9NZJ5; inhibition, % at 5.6 µM; CHO PERK-DD fusion, SEAP luminescence translation reporter; AID 1416; hit rate 0.17% among 220,000;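 active = inhibition above the mean inhibition of all tested compounds plus 3 SD, set separately per screening campaign, cut at about 2.9% in these data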;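 note: PERK kinase domain activated by AP20187 dimerizer at 100 nM; 0% = DMSO with dimerizer and 100% = rapamycin at 8.4 µM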
Wee1 degr inh – blocks degradation of human Wee1 kinase | P30291 | HeLa Luc-Wee1K328M stability, luciferase luminescence; 100% = proteasome inhibitor MG132 effect | reporter increase, % at 5 µM | hit rate 1.2% among 220,000;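 active = activation above the mean of all tested compounds plus 3 SD, set per screening run, cut at about 8.8% in these data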;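 note: cells exposed to compound for 20 h before luminescence read; 0% = DMSO alone and 100% = MG132 at 30 µM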
KLK5 inh – kallikrein 5 (human) inhibition; recombinant hK5, fluorogenic AMC substrate cleavage; AID 873; hit rate 0.59% among 210,000; inhibition, % at 5 µM;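 active = inhibition of 40% or more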;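 note: 0% = enzyme controls without compound and 100% = no-enzyme blanks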
Target sequence (Q9Y337 67-293 limits assumed): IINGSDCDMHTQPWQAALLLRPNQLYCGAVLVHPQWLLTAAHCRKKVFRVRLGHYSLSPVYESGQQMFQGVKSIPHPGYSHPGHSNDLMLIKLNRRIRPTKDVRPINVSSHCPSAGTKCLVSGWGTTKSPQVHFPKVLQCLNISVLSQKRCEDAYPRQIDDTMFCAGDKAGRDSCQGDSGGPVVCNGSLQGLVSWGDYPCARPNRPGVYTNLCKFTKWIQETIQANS
Cl transport mod – modulators of human KCC2 chloride dependent transport. B-score of Tl+ flux slope (higher = more flux/activation; lower = inhibition) at 10 µM. AID 1456. hit rate 2.2% among 190,000. KCC2 cells, thallium flux FluoZin-2 fluorescence;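 active = thallium flux slope and its plate-corrected score both differing from the plate sample mean at a set confidence after two filtering rounds, in either direction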;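 note: slope of fluorescence scaled to starting intensity during 10 to 20 s after thallium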
thrombin 1536 – blocks human thrombin protease activity; P00734; inhibition, % at 5 µM; alpha-thrombin, Boc-VPR-AMC fluorogenic substrate cleavage; hit rate 0.26% among 220,000; AID 1046;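 active = inhibition at or above 40%; inactive = inhibition below 40%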;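 note: 0% = enzyme with no compound and 100% = wells without enzyme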
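Assay system: human alpha-thrombin enzyme. Reagent: Boc-VPR-AMC substrate, 15 µM final. Compound dosing: one concentration per compound, 5 µM, with 0.2% DMSO. Incubation: room-temperature reaction. Technique: AMC fluorescence, 355/460 nm. Measure: % inhibition relative to enzyme controls and enzyme-free blanks.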
Numbers without * were called inactive; · = not tested or not shown; [ ] = remark or other dose.

SMILES	p97 ATPase inh	FXIa inh 1536	Furin inh	FXIIa inh	PERK inh	Wee1 degr inh	KLK5 inh	Cl transport mod	thrombin 1536
COCCSc1ccccc1C(=O)Nc1ccc2c(c1)OCO2	7	-1	-25	5	0.9	-2	14	·	-4
COc1ccc(C(=O)N2CC3(C)CC2CC(C)(C)C3)cc1 (centres undefined)	-3	-3	4[20 µM]	8	-0.2	0	-15	-0.69	-1
Cc1ccc(NC(=O)c2ccc(-n3cccn3)c([N+](=O)[O-])c2)cc1C	3	-2	-31	0	-0.4	0	-3	·	1
CCc1cccc(CC)c1NC(=O)COC(=O)c1ccc2c(c1)S(=O)(=O)c1ccccc1C2=O	6	-3	-19	4	0.7	0	-9	-1.2	-15
Cc1cccc(C(=O)c2c(N)sc3c2CCC(C)C3)c1 (centres undefined)	5	8	-8	10	0.8	-1	-7	0.45	-3
Cc1ccc(S(=O)(=O)NC(=NC(C)C)c2ccccc2)cc1	1	0	-17	6	1.3	0	·	-0.087	-5
Cc1ccc([N+](=O)[O-])cc1-c1ccc(/C=N\n2nnnc2N)o1	6	3	-22	12	0.4	3	-19	0.2	-1
COc1ccc(-c2cc(-c3cccs3)c(C#N)c(SCC(=O)NCc3ccccc3)n2)cc1	2	-1	-19[20 µM]	4	1.6	1	-13	0.19	0
COc1ccc(S(=O)(=O)N2CCCC2C(=O)Nc2ccc(C(C)=O)cc2)cc1 (centres undefined)	5	-4	-31	10	0.4	1	-1	0.89	-8
O=C(O)c1cccc(NC(=S)N/N=C/c2cccc(O)c2)c1	6	1	-9	8	1.2	-4	-6	-2.4	-4
CC1(C)CC(=O)C2=C(C1)NC(=O)CC2c1ccc(F)cc1 (centres undefined)	1	17	-25	21	0.7	-2	25	1.2	21
CC(NC(=O)CCC(=O)NC(C)C1COc2ccccc2O1)C1COc2ccccc2O1 (centres undefined)	2	2	-16	6	0.1	-2	-2	·	3
COc1ccc(C(=O)Nc2ccc([N+](=O)[O-])cn2)c(OC)c1	5	-3	-15	5	0.6	4	-6	-0.54	-6
COc1ccccc1C(=O)Nc1ccccc1C(=O)N1CCCC1	-2	4	-22[20 µM]	7	-0.8	-1	3	0.062	-5
CCOC(=O)c1nnn2c3ccccc3c(=O)n(C)c12	5	-5	-21	7	1.6	0	-1	0.27	-5
CCN(CC)c1ccc(NC(=O)CN2CCN(c3nc(C)cc(C)n3)CC2)cc1	-3	2	-13	17	-0.1	-2	-9	-0.49	-4
Cc1ccc(S(=O)(=O)NCC2CCC(C(=O)NCc3cccnc3)CC2)cc1 (centres undefined)	5	-1	-37	3	1.1	1	-6	0.25	-4
CN1CCN(NC(=O)c2cc([N+](=O)[O-])cc([N+](=O)[O-])c2)CC1	5	-7	-29[20 µM]	3	1.2	1	1	0.76	-5
CCCOc1ccc(C(CC(=O)O)NC(=O)c2cccs2)cc1 (centres undefined)	2	5	-14[20 µM]	4	1.2	-3	-19	-0.0048	2
COC(=O)c1c(N)c2ccccc2[nH]c1=O	-2	5	-6	16	0.5	0	-1	0.79	3
Cc1ccc(NC(=O)C2CCCCC2)c(O)c1	-4	-6	-10	6	-0.6	1	-6	·	-3
Cc1cc(C)n(-c2cc(C(C)(C)C)nc3c(-c4ccc(Cl)cc4)cnn23)n1	-3	-11	-1[20 µM]	-8	0.4	2	8	0.42	-4
COc1ccc(C(C)=O)cc1CSc1nc2ccccc2c(=O)n1-c1ccccc1C	5	2	-22	8	-0.2	-2	-24	-0.13	-2
Cn1c(=O)c2c(nc(NCCCO)n2CCc2ccccc2)n(C)c1=O	-8	6	-6	8	-0.9	0	-23	-0.09	2
CC(C)c1nc(SCC(=O)N2CCc3ccccc32)n[nH]1	2	-4	-17	4	0.7	-1	-4	-1.7	-15
SMILES	p97 ATPase inh	FXIa inh 1536	Furin inh	FXIIa inh	PERK inh	Wee1 degr inh	KLK5 inh	Cl transport mod	thrombin 1536
COCCN1C=C2C(=O)C(C)(OC(=O)C3CCCC3)C(=O)C(c3ccccc3)=C2C=C1CCCC(=O)OC (centres undefined)	·	0	-20	3	·	·	1	-0.07	-1
CCCCn1c(/N=C/c2cc(OC)ccc2O)nc2ccccc21	0	4	-19	16	0.5	-1	6	0.42	1
Clc1ccccc1Nc1nc(-c2cccnc2)cs1	-1	0	-30	16	0.0	8	4	-0.69	-1
COc1cccc(C2c3[nH]c4ccccc4c3CCN2Cc2cnc(C)s2)c1OC (centres undefined)	3	-3	-18	8	-0.6	1	18	·	0
COc1ccc(NC(=O)c2oc3ccc(S(=O)(=O)N4CCOCC4)cc3c2C)cc1	3	7	-9	19	0.2	0	·	0.82	17
CC(=O)Nc1ccc(Oc2ncccn2)c(Cl)c1	-1	5	-4[20 µM]	14	0.3	2	1	0.82	1
COC(=O)c1c(C)[nH]c(C(=O)N2CCN(c3ccc(OC)cc3)CC2)c1C	1	2	-9	4	0.2	-3	-6	1.1	-3
CCOc1ccc2nc(SCCNS(=O)(=O)c3ccccc3)sc2c1	-5	-5	-16	3	-0.5	-2	-13	-0.17	-5
O=C(O)C1C2C=CC(C2)C1C(=O)N1CCc2ccccc21 (centres undefined)	4	2	-2[20 µM]	1	1.3	-3	4	·	-3
O=C(NCc1ccccn1)c1n[nH]c2ccccc12	7	1	-16	10	1.2	2	-19	-1	-1
Cc1ccc(/C=C/C(=O)O)cc1S(=O)(=O)N1CCCc2ccccc21	2	19	-13	5	1.0	2	2	-0.14	-1
CCN(CC)S(=O)(=O)c1ccc(C)c(NC(=O)CN2CCN(Cc3ccccc3)CC2)c1	-8	10	-1	37	-0.9	-1	16	-0.24	-9
O=C1CCCC2=C1Sc1ccc(Cl)cc1N2	7	4	-25	7	-0.2	1	0	-0.2	0
COc1ccc(Nc2oc(-c3ccccc3)nc2C#N)cc1	-1	-2	-36	·	0.8	2	3	0.91	-1
COC(=O)c1ccc(CN(c2ccccc2Cl)S(C)(=O)=O)cc1	-1	-2	-31	11	0.1	2	1	0.079	3
CC(=O)Nc1ccc(Nc2nnc(-c3ccc(C)c(S(=O)(=O)NCC4CCCO4)c3)c3ccccc23)cc1 (centres undefined)	11	5	-26	11	1.4	-1	4	0.68	3
O=C(NC1CC1)C1=C[C@H](c2ccccc2)C[C@H](OCc2ccc(CO)cc2)O1	0	-1	-32	5	0.3	0	2	-0.77	-4
O=C(Nc1nnc(-c2ccncc2)o1)c1ccccc1F	7	0	-10	8	1.3	0	3	0.8	-1
CCOC(=O)c1c(C)nc2ccccc2c1C	0	-6	-30[20 µM]	9	0.3	-1	1	-1.1	-5
Cc1cc(C)cc(OCC(=O)Nc2ccc3c(c2)OCO3)c1	-5	1	-8	7	0.8	2	5	-0.005	-6
CCNc1nc(C)c(CN(C(C)=O)c2ccccc2)nc1C#N	-2	-13	-41	-12	-0.3	-1	-35	-0.52	-8
C=C(C)COc1ccc(-c2[nH]ncc2Oc2ccccc2OC)c(O)c1	-3	5	-5	9	1.2	-1	2	·	2
Fc1ccc(-c2nnc3sc(C4COc5ccccc5O4)nn23)cc1 (centres undefined)	0	-5	-9	8	-0.1	-4	-20	-0.32	-4
COC(=O)Cc1c(C)c2ccc(OCc3nn[nH]n3)cc2oc1=O	-4	1	-34[20 µM]	8	0.9	2	-35	1.1	-2
CCN1CCN(CCC(=O)Nc2ccc(Br)cc2)CC1	-5	-4	-20	1	-0.2	0	-1	-0.0038	-16

Next part, overlapping the part above by 3 compounds.
SMILES	p97 ATPase inh	FXIa inh 1536	Furin inh	FXIIa inh	PERK inh	Wee1 degr inh	KLK5 inh	Cl transport mod	thrombin 1536
Fc1ccc(-c2nnc3sc(C4COc5ccccc5O4)nn23)cc1 (centres undefined)	0	-5	-9	8	-0.1	-4	-20	-0.32	-4
COC(=O)Cc1c(C)c2ccc(OCc3nn[nH]n3)cc2oc1=O	-4	1	-34[20 µM]	8	0.9	2	-35	1.1	-2
CCN1CCN(CCC(=O)Nc2ccc(Br)cc2)CC1	-5	-4	-20	1	-0.2	0	-1	-0.0038	-16
Cc1ccc(-n2nc3c(c2NC(=O)c2cccs2)CSC3)cc1	6	0	-18	12	0.4	6	-10	-0.84	1
Cc1ccc(-c2cc(C(=O)NCc3ccco3)c3ccccc3n2)s1	-4	-7	-11[20 µM]	5	-0.6	2	-99	1.2	-1
CCOc1cc(NC(=O)C2CC2)c(OCC)cc1NC(=O)c1ccccn1	-5	-8	-7	2	-1.3	2	-23	-0.38	-5
O=S(=O)(c1cccc(-c2nnc(SCc3ccc(Cl)cc3)o2)c1)N1CCCCC1	4	-5	-15	8	1.6	-2	-10	-0.86	0
O=C(N1CCOCC1)N1CCN(S(=O)(=O)c2ccccc2)C1	-1	0	-22	2	1.1	1	-12	-0.97	-8
CCOc1ccc(N2C(=O)CC(N)C2=O)cc1 (centres undefined)	3	3	-20[20 µM]	2	1.4	1	-16	-0.16	-2
CCOC(=O)c1c(C)n(CCO)c2ccc(O)cc12	3	-3	-17[20 µM]	8	0.3	-2	10	0.97	-6
CCCCN1C(=O)CC(C(=O)OCC)=C1C	3	1	-11	2	-0.3	-2	0	1.3	2
Cn1c(Cc2ccccc2)nnc1SCC(=O)N1CCOCC1	4	2	-10[20 µM]	9	1.2	0	-6	-0.0088	-5
O=C(NCCc1ccccc1)C(=O)NCC1(c2ccccc2)CCCC1	-7	-3	-14[20 µM]	3	0.0	-1	-5	-0.78	-2
COc1ccccc1NC(=O)Cn1nc(C(F)(F)F)c2c1CCCC2	0	-3	-22	7	0.8	2	-5	-1.1	-5
COc1cccc(/C=N/NC(=O)c2cc3c(OC)cccc3[nH]2)c1OC	5	3	-15	10	0.4	0	-2	-0.019	-1
Cc1ccc(CNC(C)c2ccccc2)cc1 (centres undefined)	7	1	-25	-2	0.4	-3	-15	-0.13	-8
c1cc2nncn2nc1N1CCCC1	-1	3	1	4	1.2	-2	1	·	-5
CC(=O)N/C(=C\c1ccc2c(c1)OCO2)C(=O)NC(C(=O)O)c1ccccc1 (centres undefined)	1	-2	-12	9	0.5	1	-2	0.62	-3
S=c1[nH]nc(-c2cc(-c3ccccc3)n[nH]2)n1/N=C/c1cccs1	3	2	-35	0	0.8	7	3	0.75	-7
COc1cc(/C=C/c2nc3ccc([N+](=O)[O-])cc3s2)ccc1OCC(=O)O	5	2	-6	7	1.0	0	3	-0.035	-1
Cc1cc(NC(=O)CCC(=O)N(c2ccccc2)C(C(=O)NC2CCCC2)c2cccs2)no1 (centres undefined)	2	-5	-16	6	-1.3	5	-21	-0.25	-2
CSc1nnc(-c2cnccn2)n1Cc1ccccc1	5	8	20[20 µM]	20	2.5	-1	-5	0.85	0
CCc1nnc(NS(=O)(=O)c2ccc(NC(=O)OC)cc2)s1	2	-3	-17	0	-0.9	1	4	0.43	-3
Cc1ccc([N+](=O)[O-])cc1S(=O)(=O)N1CCCC1	3	-3	-10	4	1.7	0	-2	-0.1	-3
O=C(COc1ncnc2sccc12)N1CCN(c2ccccc2)CC1	3	-4	-19	12	0.3	2	0	-0.5	0
Cc1cc(C)n(-c2nc(NCCCN(C)C)c3c4c(sc3n2)COC(C)(C)C4)n1	7	9	-24	2	-0.5	0	1	0.41	-7
C=CCN1C(c2ccccc2)=CS/C1=C(\C#N)c1nnc2n1CCCCC2	0	2	-1	9	0.3	-1	-22	-4.4	1

A few values from the results shown.
In Furin inh, `O=C(NCCc1ccccc1)C(=O)NCC1(c2ccccc2)CCCC1` has the entry -14[20 µM]
In thrombin 1536, `COc1ccccc1NC(=O)Cn1nc(C(F)(F)F)c2c1CCCC2` has the entry -5
